Bioassay records deposited in PubChem BioAssay by several laboratories.
Dynein transport – dynein cargo transport inhibition; 3617.4 mouse cells, GR-EGFP nuclear translocation imaging; test concentration mostly 20 µM; stimulated with dexamethasone, 1 µM; stronger effect = lower value; z-score, hits read low; actives 0.47% (n = 220,000); AID 1381;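 active = plate z-score of nuclear minus cytoplasmic receptor signal below a set negative limit, without overly bright fluorescence or cell loss, cut at about -3.5 in these data, passing the limit was not always enough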;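 also: z-score of nuclear minus cytoplasmic ring GR-EGFP intensity difference per well; some compounds called inactive have numbers as strong as hits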
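Buffer or medium: Induction medium lacking tetracycline, stripped serum | Also added: Dexamethasone agonist, 1.0 µM final, for 30 min | Timing: 48 h induction, 1 h compound, 30 min dex at 37 °C | Detection: Formaldehyde fixation, Hoechst nuclear stain, 10x automated fluorescence imaging | Measure: Nuclear versus cytoplasmic GR-EGFP signal, averaged per well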
PMI inhibitors – inhibitors of human PMI, primary screen, biochemical, fluorescence intensity, coupled assay (AID 1209) | actives 0.42% (n = 190,000) | purified PMI enzyme, coupled fluorescence intensity; higher % means a stronger effect | one-dose inhibition, % at 20 µM; IC50 in µM for titrated hits;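 also: plate controls were DMSO vehicle for no effect and wells lacking substrate for full effect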
Insulin prom up – MIN6 insulin promoter up-regulation; z-score at 5 µM; MIN6 insulin promoter-GFP reporter, high-content imaging; stronger effect = higher value; actives 0.3% (n = 190,000);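 active = z-score above 3 at 5 µM with at least 500 cells counted in the well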
Autophagy mod – modulators of autophagy | MEF GFP-LC3 puncta imaging; test concentration mostly 10 µM | calls only at 10 µM (by protocol) | actives 0.98% (n = 190,000) | AID 463193;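 active = percentage of spot-positive cells more than 3 SD above its plate mean, without a fluorescence outlier flag or 80% toxicity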;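 also: spot-positive cell cutoff set from DMSO-treated cells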
WT yeast gro inh – growth inhibition of WT yeast, mitochondrial fusion screen. mitochondrial fusion phenotypic screen, WT strain. inhibition, % at 10 µM. actives 2.1% (n = 190,000); in the data active = inhibition above about 58%; tested in S. cerevisiae
human PMI inhibitors – MPI inhibition at elevated mannose 6-phosphate – biochemical, fluorescence intensity, high mannose 6-phosphate, primary screen (AID 1220). recombinant PMI enzyme, coupled fluorescence intensity; higher % means a stronger effect. inhibition, % at 20 µM, or IC50 in µM where a hit was titrated. actives 0.66% (n = 190,000)
MT stabilizer – microtubule stabilization, imaging screen; AID 2205; actives 0.83% (n = 200,000); % tubulin-high responders, % at 10 µM; HeLa tubulin immunostaining HCS, 24 h; share of cells brighter than vehicle mean+2SD;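 active = plate Z-score above 3 for both tubulin-high and condensed-nucleus cell shares, with cell loss under 80%, at 10 µM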;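 also: anti alpha tubulin signal scored within the nucleus-defined area of each cell; some results filed as inactive read as strong as hits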
Yfh1-depleted yeast – enhancers of respiration in Yfh1-depleted yeast, dose response, Friedreich's ataxia, plus single-dose screen (AID 1465). S. cerevisiae Yfh1-off respiration, WST-1 reduction, 72 h; higher fold induction means a stronger effect. one-dose fold induction at 50 µM; EC50 in µM for titrated hits. actives 0.074% (n = 220,000);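 active = fold induction of absorbance versus untreated yeast above a set limit, then at least 30% activation at any dose in follow-up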;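 also: activators that raise dye reduction in frataxin-depleted yeast; strong numbers were not always called active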
bCat nuc transl – beta-catenin nuclear translocation modulation | HeLa beta-catenin nuclear translocation, immunofluorescence imaging | nuclear translocation activity, % at 5 µM | actives 0.3% (n = 190,000) | AID 1665;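 active = nuclear translocation activity above 50% at 5 µM, with a well cell count of 50 or more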;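 also: per-cell ratio of nuclear to cytoplasmic median beta-catenin stain intensity; plate controls were DMSO negative control for no effect and GSK-3 inhibitor IX positive control for full effect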
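Technique: fluorescence imaging of beta-catenin antibody stain plus DAPI / Material: human HeLa cell line / Incubation: compound treatment 24 h, 37°C, 5% CO2 / Read-out basis: % activation of per-cell nuclear versus cytoplasmic median beta-catenin signal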
WT yeast gro inh mutant strain – second read-out of WT yeast gro inh, no call of its own (marks repeat the call); inhibition, %; mitochondrial fusion phenotypic screen, mutant strain inhibition
Dynein transport cytoplasmic EGFP – also measured in Dynein transport; calls as there; z-score; measured here: cytoplasmic GR-EGFP intensity; stronger effect = higher value
Dynein transport nuclear GR-EGFP – further read-out of Dynein transport, marked with its call; z-score; measured here: nuclear GR-EGFP intensity;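 lower value marks the stronger effect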
Dynein transport cell count – also measured in Dynein transport; calls as there; z-score; measured here: cell count per field
Insulin prom up cell count – second read-out of Insulin prom up, no call of its own (marks repeat the call); cell count; measured here: cytotoxicity, nuclei count;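 total cells summed across four imaged fields per well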
bCat nuc transl cell count 5 µM – also measured in bCat nuc transl; calls as there; cell count; measured here: cell count, cytotoxicity flag
MT stabilizer Hoechst-high % – second read-out of MT stabilizer, no call of its own (marks repeat the call); % Hoechst-high responders; measured here: nuclear condensation Hoechst responders;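 share of cells brighter than vehicle mean plus two SD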
MT stabilizer cytotoxicity % – recorded beside MT stabilizer, whose call it bears; toxicity, %; measured here: cytotoxicity by cell density;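 0% = mean cell density of plate MIN control wells and 100% = no cells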
Autophagy mod cell loss 18 h – further read-out of Autophagy mod, marked with its call; toxicity, %; measured here: cell loss, nuclei count;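 cell loss after 18 h compound exposure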
* = called active by the depositor; i = inactive; x = not tested or not shown. Rule as the data show it, unless noted: active = inhibition above about 50%; inactive = the rest.

SMILES	Dynein transport	Dynein transport cytoplasmic EGFP	Dynein transport nuclear GR-EGFP	Dynein transport cell count	PMI inhibitors	Insulin prom up	Insulin prom up cell count	Autophagy mod	Autophagy mod cell loss 18 h	WT yeast gro inh	WT yeast gro inh mutant strain	human PMI inhibitors	MT stabilizer	MT stabilizer Hoechst-high %	MT stabilizer cytotoxicity %	Yfh1-depleted yeast	bCat nuc transl	bCat nuc transl cell count 5 µM
Cc1c(C(=O)N2CCN(c3ccccn3)CC2)sc2ncnc(N3CCOCC3)c12	-0.636	-0.129	-0.0147	0.848	5.8%	x	x	i	-1.5	1.9	-8.7	2.8%	1.8	1.3	7.4	i	-6.2	1262
OCCNc1nc2ccccc2n1-c1ccccc1	0.347	-0.167	0.297	-0.0128	5.2%	-0.36	1292	i	11.1	12.0	15.5	5.8%	2.1	1.3	0.1	i	-2.3	1147
Cc1cc(NC(=O)COC(=O)C2=COCCO2)c([N+](=O)[O-])cc1C	-0.816	-0.221	-0.381	0.386	12.2%	0.06	1334	i	-1.4	-10.3	-13.4	12.1%	3.8	1.5	10.1	i	4.1	995
COc1ccc(C(=O)N/N=C2\CCc3ccccc32)cc1OC	-0.0696	-0.219	0.00868	0.477	-6.3%	0.66	1288	i	-0.5	-11.1	11.7	-0.7%	2.5	1.8	8.3	i	-4.2	1104
O=Cc1ccccc1OCCOc1ccc([N+](=O)[O-])cc1	0.502	-0.337	0.401	0.0684	12.4%	-0.18	1128	i	5.9	29.0	18.7	24.1%	2.5	2.9	3.9	i	-2.2	1159
Cc1cc(C)c(NC(=S)N(CCN(C)C)C(C)c2cccnc2)c(C)c1 (stereo unspecified)	0.994	-0.323	0.662	-0.267	-9.0%	x	x	i	-3.9	3.4	14.8	-4.9%	3.0	2.4	11.7	i	0.6	1038
O=C(Cn1c2[n+](c3ccc(C(F)(F)F)cc31)CCCCC2)c1ccc2c(c1)OCCO2	-0.284	-0.321	0.112	1.3	-1.6%	0.09	1150	i	6.0	-11.9	-3.7	1.9%	6.1	2.0	3.2	i	-0.1	1108
O=C(COc1ccc2ccc(=O)oc2c1)OCc1ccccc1	-0.464	-0.341	0.044	0.703	6.9%	0.3	1466	i	-2.9	-5.9	0.0	4.2%	1.9	3.5	7.5	i	0.0	1511
CCCCc1nc2sc3c(=O)n(N)cnc3c2c2c1CCCC2	-0.71	-0.293	-0.508	0.795	-4.2%	-0.1	1370	i	6.0	-8.8	6.2	-12.3%	1.6	4.7	6.3	i	-1.8	1126
CC1(C)CC(=O)C2=C(C1)c1c(ccc3ccccc13)NC2c1ccco1 (stereo unspecified)	0.352	-0.204	0.507	-0.0796	2.6%	-0.48	883	i	4.3	14.4	-5.0	4.5%	2.6	1.2	3.7	i	-5.8	1222
Cc1ccc(NC(=O)CCCC(=O)O)c(Br)c1	0.304	-0.23	0.277	0.418	6.4%	-0.8	1017	i	4.1	2.8	0.5	8.3%	4.4	1.1	6.1	i	-1.7	1071
CCCCCC(=O)Nc1ccc(Cl)cn1	-0.164	-0.216	0.222	0.197	-0.2%	x	x	i	3.5	0.8	12.0	-0.9%	5.5	2.8	3.0	i	x	x
COc1cccc(-c2nnc(SCC(=O)N3CC(C)CC(C)C3)o2)c1 (stereo unspecified)	1.54	-0.182	1.05	-0.566	3.7%	0.23	975	i	0.1	-7.5	-1.6	1.3%	3.0	2.1	7.0	i	x	x
O=c1[nH]c(S)nc2sc3c(c12)CCCC3	0.206	-0.306	0.555	0.31	-36.2%	0.3	1610	i	20.7	6.2	4.5	-70.5%	2.3	1.2	7.8	i	-1.8	955
CC(C)(C)c1ccc(OCC(=O)NN2Cc3ccccc3C2=N)cc1	0.408	-0.343	0.396	-0.186	-57.4%	0.26	1189	i	15.6	-7.8	-0.5	-66.7%	3.0	2.1	3.9	i	-0.6	1165
CCOn1c(=O)c(-c2cccc([N+](=O)[O-])c2)[n+]([O-])c2ccccc21	0.151	-0.0856	0.0221	0.197	20.4%	0.79	1565	i	6.4	-40.8	-9.9	18.1%	2.8	1.8	7.2	i	-1.2	1074
Cc1ccsc1C(=O)OCC(=O)NC1CCS(=O)(=O)C1 (stereo unspecified)	-0.469	0.00709	-0.154	0.684	-0.2%	x	x	i	-32.9	4.4	0.4	-5.6%	1.9	1.7	3.7	i	-2.4	582
CCc1nnc(NC(=O)CCC(=O)NCCc2ccc(OC)c(OC)c2)s1	-0.874	-0.308	-0.67	0.488	-0.3%	0.14	1321	i	-7.0	-0.9	7.1	-2.2%	1.7	2.4	4.0	i	-1.2	952
COc1ccc(Nc2ccccc2C(=O)O)cc1	1.59	-0.246	0.944	-1.02	-14.7%	-0.25	1196	i	23.3	-0.2	-13.0	-9.7%	2.4	0.9	7.2	i	-0.9	1086
O=c1c(Cc2ccc(F)cc2)c(O)ccn1Cc1cccc(Cl)c1	-0.286	-0.072	-0.44	0.637	13.9%	-0.6	1687	i	-8.1	12.8	-4.2	13.0%	1.5	2.0	7.8	i	1.9	970
CCCN(CCC)S(=O)(=O)c1ccc(C(=O)Nc2cc3oc4ccccc4c3cc2OC)cc1	0.052	-0.258	0.00141	-0.435	16.8%	-0.01	1173	i	-11.3	1.3	-15.2	7.5%	i	x	100.0	i	-1.2	981
Nc1nc(NCC2CCCO2)nc(Nc2ccccc2F)c1[N+](=O)[O-] (stereo unspecified)	-0.0455	-0.233	0.413	-0.176	x	0.17	1064	x	x	x	x	x	x	x	x	i	-0.3	1304
CCCCSc1nc(O)c(Cc2ccccc2)c(=O)[nH]1	0.121	-0.102	0.407	-0.0575	5.5%	0.92	834	i	44.5	-19.8	-14.4	4.1%	1.3	1.0	3.2	i	-0.9	1156
S=C1Nc2ccccc2Sc2ccc(Cl)cc21	1.68	-0.212	0.741	-1.49	0.9%	-0.21	1194	i	11.0	13.8	12.6	0.3%	2.3	2.9	2.5	i	-0.3	911
Cc1cccc(NC(=O)CCOc2ccccc2)c1	-0.207	0.102	-0.0488	0.207	-8.4%	-0.27	1032	i	4.2	3.0	-9.8	-8.0%	2.2	2.5	6.8	i	x	x
Cc1nnc(NC(=O)NC(C)N2C(=O)C3C4C=CC(C4)C3C2=O)s1 (stereo unspecified)	-0.127	-0.196	0.0468	0.142	3.2%	-0.3	1454	i	-5.2	16.5	6.3	3.9%	2.1	1.8	5.6	i	-3.8	1030
CC1=NN(C(=O)CCc2ccccc2O)C(O)(C(F)(F)F)C1 (stereo unspecified)	-0.0535	-0.261	-0.0289	0.809	12.9%	-0.31	1506	i	-3.6	-5.6	-1.7	1.7%	2.6	2.3	4.1	i	-0.4	1091
COc1ccc2nc(SCC(=O)NCC(F)(F)F)[nH]c2c1	1.44	-0.339	0.211	-1.28	-14.0%	-0.35	1272	i	1.0	-23.7	-1.9	-10.5%	1.3	2.5	3.8	i	-2.6	1144
CCOC(=O)CN1C(=O)C2(OCCCO2)c2ccccc21	-0.77	-0.199	-0.334	-0.307	18.9%	-0.33	1271	i	-2.8	0.3	5.2	13.4%	3.5	1.9	3.1	i	x	x
Cc1ccc(CN=C2Nc3ccccc3CS2)cc1	0.0587	-0.21	-0.25	-0.684	9.8%	x	x	i	3.0	17.9	4.1	3.1%	1.9	1.6	2.0	i	x	x

3 entries out of the list above, ordered by the value under Dynein transport, descending:
canonical_smiles	Dynein transport	Dynein transport cytoplasmic EGFP	Dynein transport nuclear GR-EGFP	Dynein transport cell count	PMI inhibitors	WT yeast gro inh mutant strain	human PMI inhibitors	MT stabilizer Hoechst-high %
CCCN(CCC)S(=O)(=O)c1ccc(C(=O)Nc2cc3oc4ccccc4c3cc2OC)cc1	0.052	-0.258	0.00141	-0.435	16.8%	-15.2	7.5%	x
Nc1nc(NCC2CCCO2)nc(Nc2ccccc2F)c1[N+](=O)[O-] (stereo unspecified)	-0.0455	-0.233	0.413	-0.176	x	x	x	x
CC1=NN(C(=O)CCc2ccccc2O)C(O)(C(F)(F)F)C1 (stereo unspecified)	-0.0535	-0.261	-0.0289	0.809	12.9%	-1.7	1.7%	2.3

Remaining list, next part
SMILES	Dynein transport	Dynein transport cytoplasmic EGFP	Dynein transport nuclear GR-EGFP	Dynein transport cell count	PMI inhibitors	Insulin prom up	Insulin prom up cell count	Autophagy mod	Autophagy mod cell loss 18 h	WT yeast gro inh	WT yeast gro inh mutant strain	human PMI inhibitors	MT stabilizer	MT stabilizer Hoechst-high %	MT stabilizer cytotoxicity %	Yfh1-depleted yeast	bCat nuc transl	bCat nuc transl cell count 5 µM
O=C1Nc2c(c(=O)[nH]c(=O)n2-c2ccccc2)C(C(F)(F)F)(C(F)(F)F)N1	-0.136	-0.329	0.103	0.142	8.4%	0.19	810	i	-1.6	4.4	10.9	1.1%	2.7	0.8	4.6	i	3.9	1048
c1coc(-c2nnc3sc(Cc4cccs4)nn23)c1	0.305	-0.136	0.0883	-0.999	-24.0%	-0.14	1205	i	-49.8	-1.8	13.1	-56.0%	6.1	1.3	6.4	i	-5.4	1218
COCCCNC(=O)Cn1cc(C(=O)C2CC2)c2ccccc21	-0.65	0.0457	-0.0781	-0.432	-16.5%	-0.29	1526	i	0.8	13.3	21.1	-10.9%	3.3	3.0	4.6	i	-8.6	988
CC1CCc2c(sc3nc(CSc4nnnn4C)[nH]c(=O)c23)C1 (stereo unspecified)	1.96	-0.115	0.768	-2.28	x	0.11	1400	x	x	x	x	x	x	x	x	i	-1.9	1116
OC1(c2ccc(Cl)cc2)CCN(Cc2nc(-c3cnccn3)no2)CC1	-0.564	-0.219	-0.135	0.13	14.5%	0.63	1456	i	6.0	1.0	5.1	3.6%	4.4	2.5	0.3	i	0.8	984
CCn1c(C)nc2cc(S(=O)(=O)C(F)(F)F)ccc21	-0.562	-0.233	-0.327	0.737	-4.5%	-0.95	1230	i	-2.3	2.4	-8.6	-5.0%	4.4	1.3	3.4	i	-1.6	577
